Screening data (PubChem BioAssay)
M5 ag = human M5 muscarinic receptor agonists, primary screen, CHO-K1 cells, Fluo-8 calcium fluorescence. CHO-K1 hM5 cells; 0% DMSO wells, 100% maximal acetylcholine response. activation, % at 3 µM. AID 624037, 2012. 360,000 tested, 0.19% active. Muscarinic acetylcholine receptor M5 (Homo sapiens), P08912;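 active = activation above the run's mean over test compounds plus 3 SD, cut at about 23% in these data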;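 note: signal is peak over basal fluorescence ratio across the kinetic read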
Target sequence (P08912 whole entry, looked up): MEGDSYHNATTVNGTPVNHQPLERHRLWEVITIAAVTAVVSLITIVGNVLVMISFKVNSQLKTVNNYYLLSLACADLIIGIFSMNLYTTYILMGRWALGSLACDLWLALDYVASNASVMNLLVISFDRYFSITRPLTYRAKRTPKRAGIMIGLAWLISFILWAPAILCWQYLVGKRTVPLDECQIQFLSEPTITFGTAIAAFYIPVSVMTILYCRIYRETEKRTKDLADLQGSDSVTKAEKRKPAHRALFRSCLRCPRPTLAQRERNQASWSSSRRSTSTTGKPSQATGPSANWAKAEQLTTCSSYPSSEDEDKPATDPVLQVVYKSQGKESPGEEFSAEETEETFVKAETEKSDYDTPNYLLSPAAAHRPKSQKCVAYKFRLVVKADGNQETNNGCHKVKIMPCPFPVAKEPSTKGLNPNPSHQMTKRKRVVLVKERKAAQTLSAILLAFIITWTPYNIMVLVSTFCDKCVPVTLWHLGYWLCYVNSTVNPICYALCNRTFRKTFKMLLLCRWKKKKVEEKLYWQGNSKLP
CHRM5 PAM = human M5 muscarinic receptor positive allosteric modulators, primary screen, CHO-K1 cells, Fluo-8 calcium fluorescence. CHO-K1 hM5, ACh EC20 PAM; 0% = ACh EC20, 100% = ACh EC100. 360,000 tested, 0.3% active. activation, % at 3 µM. Muscarinic acetylcholine receptor M5 (Homo sapiens), P08912;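 active = activation above the run cutoff, the mean activation of all test compounds plus 3 SD, cut at about 18% in these data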
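Assay system: CHO-K1 hM5 cells. Also added: acetylcholine at EC20 concentration, added after compound. Dosing: 3 µM, single dose. Times: compound preincubation 140 s before EC20 acetylcholine addition. Signal: Fluo-8 calcium fluorescence. Measure: % activation relative to EC20 and EC100 ACh responses. Repeats: singlicate, one well per test compound.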
M4 ag = human M4 muscarinic receptor agonists, primary screen, CHO-K1 cells, Fluo-8 calcium fluorescence; CHO-K1 hM4/Gqi5; vehicle 0%, full acetylcholine response 100%; activation, % at 3 µM; 360,000 tested, 0.14% active; AID 624127, 2012;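 active = activation above the run mean over all test wells plus 3 SD, cut at about 32% in these data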;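 note: peak over basal fluorescence ratio per well then scaled between controls; 0% = DMSO wells and 100% = acetylcholine at EC100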
M4 antag = human M4 muscarinic receptor antagonists, primary screen, CHO cells, Fluo-8 calcium fluorescence. CHO-hM4 cells, ACh EC80. inhibition, % at 3 µM. 360,000 tested, 0.73% active;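 active = inhibition above its plate's cutoff, the mean inhibition of sample wells plus 3 SD, cut at about 27% in these data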;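 note: 0% = acetylcholine EC80 with DMSO and 100% = DMSO without agonist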
CRFBP-R2 block = antagonists of CRF-BP/CRF-R2 complex, primary screen, cell-based, HEK293, calcium dye fluorescence, uHTS; CRF-induced calcium fluorescence; AID 588475, 2011; inhibition, % at 11.8 µM; 350,000 tested, 0.59% active;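 active = inhibition of the ligand-induced calcium signal above about 50% at the single tested concentration, limit read from the data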
M1 PAM = human M1 muscarinic receptor positive allosteric modulators, primary screen, CHO-K1 cells, Fluo-8 calcium fluorescence, 1536-well | CHO-K1 hM1, ACh EC20; 0% = ACh EC20, 100% = maximal ACh | activation, % at 3 µM | 360,000 tested, 0.088% active | AID 588819, 2011; in the data active = activation above about 19%, passing the limit was not always enough
Target sequence (P11229 whole entry, looked up): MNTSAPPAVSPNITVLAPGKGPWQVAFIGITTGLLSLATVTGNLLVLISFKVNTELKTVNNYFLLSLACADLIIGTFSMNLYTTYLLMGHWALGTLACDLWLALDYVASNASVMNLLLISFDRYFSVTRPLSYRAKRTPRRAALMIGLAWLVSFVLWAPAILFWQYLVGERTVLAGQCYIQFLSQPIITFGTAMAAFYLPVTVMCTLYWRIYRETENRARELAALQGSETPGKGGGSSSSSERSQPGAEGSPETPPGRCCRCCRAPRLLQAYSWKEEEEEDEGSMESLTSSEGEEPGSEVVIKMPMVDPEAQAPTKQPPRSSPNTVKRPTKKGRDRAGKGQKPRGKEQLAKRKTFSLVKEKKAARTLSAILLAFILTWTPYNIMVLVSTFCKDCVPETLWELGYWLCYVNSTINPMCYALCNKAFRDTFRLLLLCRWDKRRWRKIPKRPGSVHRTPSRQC
CHRM4 PAM = human M4 muscarinic receptor positive allosteric modulators, primary screen, CHO-K1 cells, Fluo-8 calcium fluorescence; CHO-K1 hM4/Gqi5, ACh EC20; 0% = ACh EC20, 100% = maximal ACh; AID 624126, 2012; Muscarinic acetylcholine receptor M4 (Homo sapiens), P08173; activation, % at 3 µM; 360,000 tested, 0.4% active;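 active = activation above its plate's cutoff, the mean activation of sample wells plus 3 SD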; note: some results filed as inactive read as strong as hits
M5 antag = human M5 muscarinic receptor antagonists, primary screen, CHO cells, Fluo-8 calcium fluorescence; 360,000 tested, 0.59% active; inhibition, % at 3 µM; CHO-hM5 cells, ACh EC80; Muscarinic acetylcholine receptor M5 (Homo sapiens), P08912; AID 624040, 2012;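 active = inhibition above a per-plate cutoff, the mean of that plate's test compounds plus 3 SD, cut at about 27% in these data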;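 note: 0% = acetylcholine EC80 with DMSO and 100% = DMSO without agonist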
CRFR2-BP ag = agonists of CRF-BP/CRF-R2 complex, primary screen, cell-based, HEK293, calcium dye fluorescence, uHTS | activation, % at 13.2 µM | calcium dye fluorescence (FLIPR); percent of saturating CRF peptide response | 350,000 tested, 0.46% active | CRF-binding protein / CRF receptor 2 complex (human);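 active = activation of at least 50%, plus an integration ratio under a set limit after plate pattern correction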;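 note: plate controls were neutral control wells without compound for no effect and CRF at EC100 for full effect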
* marks the source's active call; other numbers are inactive results; x = no result given.

SMILES	M5 ag	CHRM5 PAM	M4 ag	M4 antag	CRFBP-R2 block	M1 PAM	CHRM4 PAM	M5 antag	CRFR2-BP ag
Cc1c(C(=O)N2CCN(c3ccccc3F)CC2)sc2nc(-c3ccccc3)cn12	3	5	0	1	-24	6	1	-3	-0.3
CC1(C)CC(=O)C2=C(C1)Nc1cc(C(=O)c3ccccc3)ccc1NC2c1ccccn1 (configuration not stated)	-2	-1	1	4	8	9	-3	0	-2.5
Cc1ccc(C(=O)CC2(O)C(=O)Nc3ccccc32)s1 (configuration not stated)	-4	0	1	14	-12	14	7	1	0.1
COC(=O)c1ccccc1NC(=O)C(C)n1nc(C)c2c(C)n(-c3ccccc3)nc2c1=O (configuration not stated)	-3	0	3	-5	29	5	2	-5	0.7
COc1ccc(-c2cnc(C(O)c3ccc(OC)c(F)c3)[nH]2)cc1 (configuration not stated)	1	-1	0	9	x	4	-3	-5	x
O=C(Nc1nccs1)c1cccnc1Cl	-1	1	2	-11	10	6	-5	-6	0.0
N#C/C(=C\c1ccc(N2CCOCC2)o1)c1ccccc1	2	-5	4	24	35	-2	-6	7	5.8
Nn1c(SCC(=O)NCCC2=CCCCC2)nnc1C1CCCCC1	-8	0	0	6	-40	7	6	2	-3.0
O=C(NNC(=O)c1ccc(NC(=O)c2ccccc2)cc1)c1ccccc1	-2	-2	3	-4	-23	10	-1	6	-2.4
O=C(Nc1nc2c(s1)CCCC2)c1ccc(Br)o1	-2	-9	1	-3	-18	9	14	-1	-1.6
N#CCSc1nc2scc(-c3cccs3)c2c(=O)n1CCc1ccccc1	-4	-9	0	3	-4	11	-3	-1	0.8
CCOC(=O)C1C2C=CC3(CN(c4ccccc4CC)C(=O)C13)O2 (configuration not stated)	-1	-2	0	0	-2	10	6	-2	-6.9
CCCn1nnnc1NCc1c(Cl)cccc1Cl	-3	0	1	4	2	10	0	2	-1.5
CN(CC(=O)Nc1ccccc1Cl)C(=O)CN1C(=O)C2CC=CCC2C1=O (configuration not stated)	1	1	1	-11	-7	10	11	-6	-0.3
Cn1c(=O)c2sccc2n(CC(=O)NCCC2=CCCCC2)c1=O	-1	8	1	-4	12	12	-3	-6	-0.9
N#C/C(=C\c1cc([N+](=O)[O-])ccc1Cl)C(N)=O	-6	9	0	-7	-14	16	-1	0	-1.2
CCOc1cc(C(=O)Nc2ccc(N3CCOCC3)cc2)cc(Br)c1OC	1	11	2	-11	-1	7	4	-1	-1.5
Cc1ccc2c(c1)NC(=O)CC(c1ccccc1)=N2	-1	-5	0	2	10	-5	-10	-3	7.0
Nc1nonc1C(=O)NCCNC(=O)c1cccc(Cl)c1	-2	2	2	-1	-1	11	-7	7	-0.8
N#CCCN(C(=O)COC(=O)CCN=C1NS(=O)(=O)c2ccccc21)c1ccc(F)cc1	4	-1	0	6	-2	-5	-1	5	-0.6
CCc1ccc(S(=O)(=O)Nc2cccc(-c3ccc4nnc(C)n4n3)c2)s1	4	3	3	6	-9	3	2	-9	-0.3
CN1CCN(C(=O)c2ccc(S(=O)(=O)N(C)c3ccccc3)cc2)CC1	0	0	1	0	-2	2	3	-8	-0.7
O=C1NC[C@@H](c2ccccc2)OC(=O)[C@@H](Cc2ccc(F)cc2)C/C=C\C[C@@H]1CC(=O)N(CCO)Cc1ccccc1	3	-18	9	-3	-4	-12	-3	13	-0.1
COc1cc(OC)c(C(=O)OCC(=O)Nc2ccccc2Cl)cc1OC	-1	2	3	-7	-19	11	-3	1	-1.4
CN1CCN(Cc2nc3c(c(=O)n(C)c(=O)n3C)n2Cc2cccc3ccccc23)CC1	1	-6	3	-6	-10	-3	1	6	21

Other structures follow:
SMILES	M5 ag	CHRM5 PAM	M4 ag	M4 antag	CRFBP-R2 block	M1 PAM	CHRM4 PAM	M5 antag	CRFR2-BP ag
O=C(NC(Cc1ccccc1)C(=O)NCCc1ccccn1)c1ccccc1 (configuration not stated)	-3	-5	2	1	0	15	1	19	1.2
COc1ccc(CCC(C)NCc2ccccc2OC)cc1 (configuration not stated)	-8	-7	2	-5	-10	0	1	3	1.9
CCc1ccc2[nH]c(=O)c(C(c3nnnn3CCOC)N3CCN(c4ccc(F)cc4)CC3)cc2c1 (configuration not stated)	-4	-6	1	8	-9	-5	0	6	-1.8
COc1cccc(NC(=O)C(c2ccccc2)N2CCCC2)c1 (configuration not stated)	-15	4	-1	-2	7	-4	-9	15	-0.9
O=C(NNC(=O)c1cccc2ccccc12)c1ccc(Cl)cc1	3	-1	5	-4	-9	16	6	5	0.7
O=C(CSCc1ccc(F)cc1)N1CCN(c2ccc(F)cc2)CC1	-7	-15	3	-1	22	-1	-12	13	-1.5
CCc1ccccc1NC(=O)c1cccc(Oc2ccc([N+](=O)[O-])cc2Cl)c1	-4	7	1	1	-10	-16	0	-10	-0.1
COc1cccc(/C=C/C(=O)OCC(=O)NCCc2ccccc2)c1	-3	3	1	2	8	5	-4	2	-0.7
COc1ccc(C(=O)N2CCN(c3ccc(C)c(C)c3)CC2)cc1OC	5	-8	8	-9	24	0	-5	5	-3.8
Cc1ccc(NC(=O)COc2ccccc2C(=O)NCc2ccccc2)cc1	1	-14	11	-11	-1	1	0	7	-0.2
CC(C)(C)C(=O)N1CCN(c2ccc([N+](=O)[O-])c(-n3nc(-c4ccccc4)c4ccccc4c3=O)c2)CC1	0	-4	5	4	10	-5	-5	9	-2.7
CCc1cc(CNC(=O)c2cc(COc3ccc(C)nc3)on2)on1	-1	7	2	2	3	-1	-3	1	-0.1
COC(=O)N1[C@H](C)C=C[C@]1(Cc1ccccc1)C(=O)OC	4	1	1	-1	34	6	6	7	-0.3
O=C(O)C1CCCCC1C(=O)Nc1nc(-c2ccc(Cl)s2)cs1 (configuration not stated)	-1	2	0	-5	-3	4	10	6	6.3
COc1cc(OC)nc(Oc2cccc(Cl)c2C)n1	0	-4	-1	-1	18	6	0	-2	0.3
COc1ccc(-n2nnc3c(SCC(=O)N4CCCc5ccccc54)ncnc32)cc1	4	4	0	3	-7	6	-3	3	6.3
S=C(NCc1ccccc1)NC1CCCc2ccccc21 (configuration not stated)	-6	-15	15	10	36	-26	-18	12	-2.0
CCOC(=O)C1=CC[C@@H](c2ccco2)N(S(=O)(=O)c2ccc(C)cc2)[C@H]1C(=O)OCC	0	2	2	-6	21	5	5	4	-2.1
COc1cc(/C=C/C(=O)O)cc(S(=O)(=O)N(C)CCO)c1OC	-2	3	2	-5	15	-4	1	14	-1.4
Cc1cc(C)cc(N/C(N)=N/c2nc(C)cc(C)n2)c1	8	-17	21	2	-12	-10	-14	10	16
Nc1c(Cl)cc2c(c1Br)Cc1ccccc1-2	3	3	0	-8	-8	1	4	9	1.0
S=C(NC1CC2CCC1C2)N1CCN(c2cccc(Cl)c2)CC1 (configuration not stated)	-3	-13	12	14	-11	-11	-21	5	-1.2
O=C(COC(=O)c1cc(S(=O)(=O)N2CCOCC2)ccc1F)NCc1ccc2c(c1)OCO2	2	5	3	-6	4	3	-2	3	1.1
CCOC(=O)C1CCCN(C(=O)Cn2c(=O)c3cccn3c3cccnc32)C1 (configuration not stated)	-1	4	2	0	-11	5	5	-8	0.9
C[C@@H]1CN([C@H](C)CO)C(=O)CCCn2nncc2CO[C@H]1CN(C)C(=O)OCc1ccccc1	0	-1	1	-9	-1	2	4	1	10.0

(further entries)
SMILES	M5 ag	CHRM5 PAM	M4 ag	M4 antag	CRFBP-R2 block	M1 PAM	CHRM4 PAM	M5 antag	CRFR2-BP ag
O=C(Nc1nc(-c2ccc3c(c2)OCO3)cs1)C1COc2ccccc2O1 (configuration not stated)	0	-2	8	-5	-14	-1	-4	-8	0.0
Cc1ccc(S(=O)(=O)N2CCN(C(=O)COC(=O)CNC(=O)c3ccccc3)CC2)c(C)c1	-1	2	4	6	1	2	-6	6	-2.0
Cc1cc(C)nc(NS(=O)(=O)c2ccc(NC(=O)c3ccccc3[N+](=O)[O-])cc2)n1	4	7	0	-3	2	23	2	11	-0.2
CC(C)c1ccc(N(CCc2ccccn2)C(=O)C(C)(C)C)cc1	-1	-8	5	-17	13	-3	-2	3	0.5
CCc1ccc(Nc2ncc3c(n2)CC(C)CC3=O)cc1 (configuration not stated)	-1	-4	6	2	-3	4	2	8	1.2
O=C(O)c1cc(N2C(=O)CCC2=O)ccc1NCc1cccnc1	-4	2	0	0	15	-1	-5	-5	-1.1
Cn1c(=O)n(C)c(=O)n(CC(=O)N2CCCCC2)c1=O	0	5	1	-2	3	10	20	-5	3.3
CC(NC(=O)Cn1c(NCCO)nc2ccccc21)C1CC2CCC1C2 (configuration not stated)	-4	6	0	-5	-5	12	6	0	-0.5
CCn1c(C)cc(/C=C2\NC(=O)N(CC(=O)Nc3cccc(C)c3)C2=O)c1C	0	10	1	-1	8	6	1	1	-1.8
Cc1nc2ccc(S(=O)(=O)CCC(=O)NCc3ccc(Cl)cc3)cc2s1	3	-2	4	-8	x	4	1	-4	x
[O-]c1c[n+](-c2ccc(-[n+]3cc([O-])on3)cc2)no1	1	-1	0	4	19	3	-6	2	0.8
CCC(=O)N1CCc2cc(Br)cc(S(=O)(=O)N(C)c3ccc(OC)cc3)c21	1	0	15	-8	3	6	-9	4	0.8
Clc1nc2ccccc2cc1-c1nnn(-c2ccccc2)n1	5	6	1	-7	-4	3	3	3	0.0
Cc1c(NC(=O)CSc2nnnn2-c2ccc(C(=O)O)cc2)c(=O)n(-c2ccccc2)n1C	1	-2	1	3	-1	2	4	8	0.4
CCO[C@@H]1OC(C(=O)NCc2nc3ccccc3[nH]2)=C[C@H](C)[C@H]1CCCO	4	-4	0	5	24	0	-3	2	-0.4
O=C(O)c1ccc(COc2c(F)c(F)c(F)c(F)c2F)o1	-1	2	1	2	-1	-2	11	-4	0.7
CC(NC(=O)c1ccc(Cl)cc1)C1CC2CCC1C2 (configuration not stated)	2	-3	-1	3	8	2	-6	-6	1.6

Six compounds from above, arranged by the number in M5 ag, falling:
molecule | M5 ag | CHRM5 PAM | M4 ag | M4 antag | CRFBP-R2 block | M1 PAM | CHRM4 PAM | M5 antag | CRFR2-BP ag
Cc1cc(C)nc(NS(=O)(=O)c2ccc(NC(=O)c3ccccc3[N+](=O)[O-])cc2)n1 | 4 | 7 | 0 | -3 | 2 | 23 | 2 | 11 | -0.2
Cc1nc2ccc(S(=O)(=O)CCC(=O)NCc3ccc(Cl)cc3)cc2s1 | 3 | -2 | 4 | -8 | x | 4 | 1 | -4 | x
Cc1c(NC(=O)CSc2nnnn2-c2ccc(C(=O)O)cc2)c(=O)n(-c2ccccc2)n1C | 1 | -2 | 1 | 3 | -1 | 2 | 4 | 8 | 0.4
O=C(Nc1nc(-c2ccc3c(c2)OCO3)cs1)C1COc2ccccc2O1 (configuration not stated) | 0 | -2 | 8 | -5 | -14 | -1 | -4 | -8 | 0.0
CC(C)c1ccc(N(CCc2ccccn2)C(=O)C(C)(C)C)cc1 | -1 | -8 | 5 | -17 | 13 | -3 | -2 | 3 | 0.5
CC(NC(=O)Cn1c(NCCO)nc2ccccc21)C1CC2CCC1C2 (configuration not stated) | -4 | 6 | 0 | -5 | -5 | 12 | 6 | 0 | -0.5

Rows are unselected; any-hit rate near 2.6%.
